Screens deposited in PubChem BioAssay by several laboratories.
TWEAK Fn14 block: blocks TWEAK-Fn14 interaction in a reporter cell assay; TWEAK-stimulated Fn14 reporter cells, luciferase luminescence, 8 h; inhibition, % at 10 µM; AID 1159606; 360,000 compounds, 2% hits; in the data active = inhibition above about 50%
TROY signal inh: blocks TROY-dependent signaling in reporter cells; inhibition, % at 10 µM; 360,000 compounds, 0.98% hits; AID 1347056; Q293 LMP1-TROYcd NF-kB luciferase reporter, 4 h;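 active = compounds whose plate-normalised and pattern-corrected inhibition of the luciferase reporter signal at the single screening dose is 50% or more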
SRC1 inh: human NCOA1 inhibition | 360,000 compounds, 0.12% hits | AID 588354 | Q15788 | HEK293 GAL4-SRC1 luciferase reporter, luminescence | inhibition, % at 3.6 µM;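 active = inhibition above the campaign mean plus 3 SD, with each screening campaign given its own cutoff, cut at about 60% in these data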;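 also: 0% = DMSO treated cells and 100% = gossypol at 36 µM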
TRAIL sens C8: sensitizes caspase-8 expressing cells to TRAIL. NB7+C8 cells + TRAIL, ATPlite viability luminescence. inhibition (viability loss, TRAIL sensitization), % at 10 µM. 360,000 compounds, 1% hits. AID 624354;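 active = compounds causing at least 50% loss of cell viability in the single-dose screen, relative to plate controls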
LRH-1 inv ag: NR5A2 inverse agonism in reporter assay. O00482. 360,000 compounds, 0.13% hits. inhibition, % at 3.6 µM. HEK293T StAR-luciferase reporter, LRH-1 transfected, 24 h. AID 602396;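 active = inhibition above the mean inhibition of all tested compounds plus 3 SD, cut at about 73% in these data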;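 also: 0% = DMSO wells and 100% = reporter-only cells lacking LRH-1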
Target sequence (O00482 whole entry, looked up): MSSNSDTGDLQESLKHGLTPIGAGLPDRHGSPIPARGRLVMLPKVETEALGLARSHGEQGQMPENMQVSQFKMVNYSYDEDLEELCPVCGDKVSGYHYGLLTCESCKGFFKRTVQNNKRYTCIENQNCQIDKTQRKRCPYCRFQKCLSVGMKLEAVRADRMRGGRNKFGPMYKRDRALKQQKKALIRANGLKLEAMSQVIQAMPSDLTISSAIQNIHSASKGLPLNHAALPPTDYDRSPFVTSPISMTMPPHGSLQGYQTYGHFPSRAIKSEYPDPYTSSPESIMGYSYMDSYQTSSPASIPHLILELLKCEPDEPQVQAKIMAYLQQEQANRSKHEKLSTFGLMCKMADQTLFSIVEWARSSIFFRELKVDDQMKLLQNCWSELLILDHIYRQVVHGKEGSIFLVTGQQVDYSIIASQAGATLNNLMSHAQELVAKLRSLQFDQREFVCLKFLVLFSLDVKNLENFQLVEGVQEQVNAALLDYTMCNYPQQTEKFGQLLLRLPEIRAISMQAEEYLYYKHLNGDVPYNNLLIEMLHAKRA
COUP-TFII inh: blocks human COUP-TFII nuclear receptor; P24468; HEK293T NGFI-A luciferase reporter, luminescence; inhibition, % at 8.6 µM; 370,000 compounds, 0.7% hits; AID 686940;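 active = inhibition above a per-plate cutoff, mean inhibition of test wells between control levels plus 3 SD, cut at about 38% in these data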;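 also: cells cotransfected with COUP-TFII expression vector driving the NGFI-A reporter; 0% = median of COUP-TF2 test wells and 100% = reporter-only cells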
Target sequence (P24468 whole entry, looked up): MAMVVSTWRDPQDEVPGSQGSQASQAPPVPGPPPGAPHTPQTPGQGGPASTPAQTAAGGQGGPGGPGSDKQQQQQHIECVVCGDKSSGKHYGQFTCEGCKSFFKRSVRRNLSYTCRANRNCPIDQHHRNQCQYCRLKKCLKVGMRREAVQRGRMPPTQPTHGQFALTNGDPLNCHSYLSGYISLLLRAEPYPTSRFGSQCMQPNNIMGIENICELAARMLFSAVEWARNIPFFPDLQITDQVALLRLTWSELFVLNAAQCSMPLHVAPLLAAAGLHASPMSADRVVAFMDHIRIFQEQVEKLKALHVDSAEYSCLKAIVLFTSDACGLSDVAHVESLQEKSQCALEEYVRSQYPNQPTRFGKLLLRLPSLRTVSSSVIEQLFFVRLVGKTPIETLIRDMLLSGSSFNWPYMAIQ
CF NFkB inh: blocks PAF-induced NF-kB reporter in cystic fibrosis cells; 360,000 compounds, 0.86% hits; KKLEB NF-kB-GFP reporter, GFP fluorescence overnight; inhibition, % at 5 µM; AID 588850;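 active = at least 50% inhibition at 5 µM, scaled per plate between neutral and stimulator controls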;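 also: PAF is a Pseudomonas aeruginosa culture filtrate used as stimulus; plate controls were PAF-stimulated DMSO wells for no effect and unstimulated DMSO wells for full effect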
EBV LMP1 NFkB: Epstein-Barr LMP1 NF-kappaB reporter inhibition. 350,000 compounds, 0.69% hits. inhibition, % at 12.5 µM. LMP1-induced NF-kappaB luciferase reporter cells, luminescence; in the data active = inhibition above about 41%;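 also: 0% = neutral control wells and 100% = reference inhibitor control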
SRC3 inh: inhibits human SRC3 coactivator | Q9Y6Q9 | HEK293 GAL4-SRC3 luciferase reporter, luminescence | inhibition, % at 3.6 µM | 360,000 compounds, 0.17% hits;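 active = inhibition above a per-campaign cutoff, the mean of all compounds plus 3 SD, cut at about 60% in these data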;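 also: 0% = DMSO-treated cells and 100% = gossypol-treated cells at 36 µM; higher means less SRC3-driven luciferase light from the GAL4 reporter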
Shn3 inh set2: inhibitors of Schnurri-3 3'UTR reporter in osteoblasts; Clone20 osteoblast Shn3 3'UTR firefly luciferase, 24 h; inhibition, % at 12.5 µM; 360,000 compounds, 0.52% hits;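 active = mean inhibition of at least 75% with every replicate also reaching 75%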;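 also: 0% = median of neutral control wells and 100% = pilot-screen positive control compound; some compounds past the cut are filed as inactive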
KKLEB tox: counter-screen for CF NF-kB inhibitors: cytotoxicity | AID 602141 | KKLEB CF airway cells viability, ATPlite luminescence, overnight; hits give low values; cells stimulated with P. aeruginosa culture filtrate | 360,000 compounds, 0.36% hits | activity change (cytotoxicity), % at 5 µM;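 active = corrected activity change at or below -50% at 5 µM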
* hit, by the source's call; · = not tested or not shown.

SMILES	TWEAK Fn14 block	TROY signal inh	SRC1 inh	TRAIL sens C8	LRH-1 inv ag	COUP-TFII inh	CF NFkB inh	EBV LMP1 NFkB	SRC3 inh	Shn3 inh set2	KKLEB tox
COC(=O)CN1C(=O)C(O)=C(C(C)=O)C1c1ccc([N+](=O)[O-])cc1 (stereo unspecified)	2.0	-17.2	-4.6	2.7	-0.4	-0.9	12.9	7.6	7.5	1.0	1.0
COc1ccc2oc(C(=O)OCC(=O)N(CC(C)C)c3c(N)n(Cc4ccccc4)c(=O)[nH]c3=O)c(C)c2c1	-31.5	0.1	-7.7	3.4	7.8	-4.2	-5.6	12.5	-5.3	-1.3	-9.1
COC(=O)CN1C(=O)[C@H]2[C@@H](C3CC3)N3C(=O)CN(CCO)C(=O)[C@@]3(Cc3ccccc3)[C@H]2C1=O	-0.8	18.4	12.6	-7.2	10.2	21.7	-17.5	4.2	-21.0	-19.4	-3.0
CCN1C[C@@H]2[C@@H]3C(=O)N(Cc4ccccc4)C(=O)[C@@H]3[C@](CC)(C1=O)N2C(=O)c1ccccc1	4.1	-9.2	-8.5	9.2	-2.4	0.9	-8.6	2.2	-7.8	-20.1	-12.4
C=CCn1c(SCC(=O)N2CCc3ccccc3C2)nc2ccccc2c1=O	28.8	27.8	7.9	-18.3	2.1	-3.9	-2.2	-1.9	-16.1	-3.1	1.4
Cc1oc(C)c(C(=O)O)c1C(=O)O	-1.1	1.2	7.0	-15.0	-1.9	22.2	-8.5	-2.5	9.8	-17.4	3.7
COc1cc(-c2nc3ccccn3c2/N=C/c2cc(OC)c(OC)c(OC)c2)ccc1O	-14.7	2.7	13.4	-8.3	5.4	-11.4	11.0	-6.6	-9.2	-27.6	13.7
O=C(Nc1ccc(Cl)cn1)c1ccccc1SCc1ccccc1	-16.2	-7.0	6.5	-8.2	-5.3	16.6	9.0	-14.5	9.4	16.1	-9.8
O=C(Nc1nnc(S(=O)(=O)N2CCCCCC2)s1)c1cccc(Br)c1	4.2	25.2	-6.6	6.9	-5.0	7.5	57.0*	0.7	-52.5	-71.3	-26.1
COc1ccc(C(=O)Nc2ccc(C(=O)N3CCCCC3)cc2)cc1OC	0.6	-19.5	1.6	0.6	-38.7	6.0	0.1	-2.8	-5.4	-12.4	6.8
CCC(=O)N1CCc2cc(Br)cc(S(=O)(=O)N(C)c3ccc(OC)cc3OC)c21	-4.9	21.5	-12.4	-4.7	18.5	18.9	9.1	11.6	1.2	66.9	-3.2
CC(=O)c1cccc(Nc2nc(=O)c3cccnc3s2)c1	-27.8	-24.3	-14.4	9.2	-4.7	-5.4	13.1	-15.3	6.3	-16.5	-12.9
CCOC(=O)N1CCN(C(=O)CCCn2nnnc2CN2CCC(C)CC2)CC1	20.2	16.0	-54.6	-2.4	1.5	3.3	5.6	-9.6	6.1	12.9	-0.1
CC(=O)Nc1ccc(NC(=O)CSc2nc3nc(-c4cccs4)cc(C(F)(F)F)c3c(=O)[nH]2)cc1	-8.1	10.9	3.3	24.2	47.1	-23.0	19.4	-4.9	-14.6	-3.2	-12.2
CCNC(=O)C1CCCN(C(=O)c2ccc(C(=O)OC)cc2)CC1 (stereo unspecified)	-8.8	6.2	15.7	-4.6	28.4	0.5	-8.3	·	4.7	13.9	-12.4
Cc1cc(C(F)F)n2nc(C(=O)Nc3ccccc3Br)nc2n1	7.7	-26.9	-7.6	-5.9	-2.5	3.8	14.0	2.4	4.2	-14.5	2.8
COc1ccccc1C=NNC(=O)c1ccccc1OCCOc1ccccc1	5.7	5.5	-21.4	15.8	15.2	9.5	7.3	2.9	-8.9	11.6	-10.2
CCn1ccnc1CNC(=O)CC1C(=O)NCCN1Cc1ccccc1F (stereo unspecified)	-1.1	2.9	-13.1	-0.6	11.7	-4.1	21.5	2.9	12.3	-0.9	-14.4
CCOc1ccccc1N1CC(C(=O)Nc2c(C)n(C)n(-c3ccccc3)c2=O)CC1=O (stereo unspecified)	1.0	-15.0	-11.9	-4.4	2.3	6.8	10.5	19.2	8.9	-0.6	2.1
COc1ccc(-c2cn[nH]c2-c2ccc(OCc3ccccc3)cc2O)cc1	63.1*	31.0	17.3	-19.6	11.3	7.4	70.0*	20.2	23.4	12.6	-13.8
CCCc1cc(=O)oc2c(CN3CCCC3)c(O)ccc12	6.5	-31.1	-7.5	0.7	-14.6	-15.0	13.5	4.4	20.9	-1.2	-0.7
O=C(CSCc1cnn(-c2ccccc2)c1-n1cccc1)NCc1cccnc1	14.7	-1.4	3.8	-3.8	6.2	19.8	-16.4	-6.2	10.3	0.8	0.5
O=C(/C=C/c1ccco1)NCC(=O)N/N=C/c1ccc(Cl)cc1	-2.6	4.5	-11.8	-3.1	-6.3	-2.6	-15.8	-1.6	11.7	-5.4	-0.1
Cc1cc(/C=C2\SC(=S)NC2=O)c(C)n1C1CC1	-5.4	7.8	-15.2	-12.3	-17.3	-6.8	-13.8	-6.5	-35.1	0.8	12.9
Cc1oc(-c2ccccc2F)nc1CS(=O)(=O)CC(=O)N1CCc2ccccc21	-1.7	-2.3	0.8	0.2	2.2	18.0	-4.7	-8.1	-8.6	2.7	2.9
Cn1c(-c2ccc([N+](=O)[O-])cc2)nc2ccccc21	-27.6	-26.2	-36.4	3.5	-26.6	-24.0	14.0	-12.3	-10.6	-58.9	-3.7
O=C(CC12CC3CC(CC(C3)C1)C2)NC(=S)N1CCCCC1	11.3	-5.3	-22.7	18.7	-1.8	-5.9	6.2	1.1	16.2	22.3	-0.4
Cc1cc(NCc2ccco2)n2ncnc2n1	-6.1	4.9	-36.6	1.8	8.2	-11.6	7.5	1.5	2.1	4.4	-0.6
CS(=O)(=O)N(Cc1ccccc1)c1ccc(C(=O)NCc2ccccc2)cc1	5.2	13.5	12.3	-2.3	-10.6	20.9	1.7	-5.2	-3.2	17.7	0.1
O=C(NCc1ccccn1)c1nc(-c2ccc(C(F)(F)F)cc2)no1	-2.5	0.9	-15.8	-1.1	19.1	0.5	19.5	-8.2	-12.7	1.4	-16.6
CCCCCCNC(=O)C(C#N)c1nc2ccccc2nc1N1CCCC1 (stereo unspecified)	17.6	4.2	-3.5	-5.5	14.9	-2.5	2.0	-1.7	4.0	-4.0	-6.4
COc1cc(OC)cc(C(=O)N[C@H](C(=O)NCc2ccco2)C(C)C)c1	12.9	-2.9	-23.7	25.7	-15.6	3.4	8.6	-5.0	20.2	0.7	3.3
Cc1ccc(S(=O)(=O)NC(=O)C2(C)CCN2C(=O)c2cccc(F)c2)nc1 (stereo unspecified)	-4.1	-0.4	9.8	-1.0	-2.6	12.9	4.3	·	-1.9	8.3	10.0
Cc1cc(-c2ccccc2)nc2c(Br)c(C(=O)O)nn12	-4.2	12.6	-8.8	-6.1	7.5	·	-5.2	·	-20.8	-27.0	8.7
CCOc1cc(CNCCCN2CCOCC2)cc(Cl)c1OCC(=O)NC(C)(C)C	-10.6	-4.2	-7.3	3.6	-12.8	3.0	12.3	7.3	5.7	-17.5	-2.5
CCc1ccc(OCc2nnc(SCC(=O)N3CCN(c4ccccc4)CC3)o2)cc1	6.1	24.3	-4.7	3.8	11.0	-1.1	6.6	-1.7	-15.9	5.1	-8.6
O=C(c1cccc(S(=O)(=O)N2CCCC2)c1)N1CCOCC1	0.0	12.9	-15.4	-7.1	8.9	-21.0	-5.7	-1.2	5.4	-5.3	-2.7
O=C(O)c1ccc2c(c1)C(=O)N(Cc1ccccc1)C2=O	-0.2	3.6	3.7	-2.9	-2.6	-15.3	0.1	-1.8	4.6	-2.8	-5.7
CCOc1ccc(Nc2nc(N)nc(CCl)n2)cc1	17.6	-49.1	-11.6	91.7*	11.4	-76.7	80.5*	13.7	23.3	-35.0	-67.7*
O=C1C(=O)N(CCO)C(c2ccccc2[N+](=O)[O-])/C1=C(\O)c1ccccc1 (stereo unspecified)	15.2	-10.6	-26.6	-7.9	7.2	5.2	-10.6	2.8	-8.0	-8.6	4.9

Overlap with the part before: two compounds, followed by the next part.
SMILES	TWEAK Fn14 block	TROY signal inh	SRC1 inh	TRAIL sens C8	LRH-1 inv ag	COUP-TFII inh	CF NFkB inh	EBV LMP1 NFkB	SRC3 inh	Shn3 inh set2	KKLEB tox
CCOc1ccc(Nc2nc(N)nc(CCl)n2)cc1	17.6	-49.1	-11.6	91.7*	11.4	-76.7	80.5*	13.7	23.3	-35.0	-67.7*
O=C1C(=O)N(CCO)C(c2ccccc2[N+](=O)[O-])/C1=C(\O)c1ccccc1 (stereo unspecified)	15.2	-10.6	-26.6	-7.9	7.2	5.2	-10.6	2.8	-8.0	-8.6	4.9
Cc1ccc(C2=NS(=O)(=O)N(C)C(C(=O)Nc3ccc4c(c3)OCO4)=C2)cc1	3.3	1.0	-24.2	-22.7	-3.0	9.1	-20.9	-7.2	-20.7	-4.5	2.8
CCOC(=O)c1ccc(-n2c(C)nc3c(cnn3-c3ccccc3Cl)c2=O)cc1	16.4	-1.7	-1.8	-7.4	-4.5	-19.0	5.1	-0.5	-38.3	5.7	5.0
CCCNC(=O)C1(C)CCCN(C(=O)c2cccc(Cl)c2)C1 (stereo unspecified)	-3.4	3.1	7.6	-1.5	-2.7	-16.3	2.9	·	-24.6	0.8	-1.7
Oc1ccccc1N1CCN(c2ncnc3sc(-c4ccccc4)cc23)CC1	29.1	33.0	-18.4	7.4	-0.1	7.0	41.8	0.5	-8.0	-10.2	-0.5
COc1ccc(C(C#N)=C2C=CC(=NO)C=C2)cc1	39.7	24.2	20.1	-15.8	9.6	8.2	26.3	-18.1	1.9	-14.2	-2.4
O=C(c1cccs1)N1CCCC(c2nc3c(nnn3Cc3ccccc3Cl)c(=O)[nH]2)C1 (stereo unspecified)	-8.0	-9.3	14.4	13.0	-0.6	11.4	-18.0	1.6	9.7	-21.7	2.3
Cc1ccc(S(=O)(=O)N2CCOCC2)cc1C(=O)OCC(=O)c1c(N)n(C)c(=O)n(C)c1=O	-0.3	-9.2	-3.5	-1.9	-8.0	14.4	22.6	6.1	-0.3	-9.5	1.7
CCOc1ccc(NC(=O)COC(=O)CCC(=O)c2cccs2)cc1	0.1	-5.2	-1.7	-10.4	17.8	0.7	-7.3	-12.2	-20.9	-7.6	5.3
COc1cccc(-c2csc(N3CCN(C(=O)Nc4ccccc4OC)CC3)n2)c1	-15.6	-14.2	-10.7	2.5	-4.0	2.7	-9.1	-2.2	-18.2	3.9	10.8
COc1cccc(-c2cc(C(=O)Nn3cnnc3)c3ccccc3n2)c1	9.1	-20.1	1.7	52.4*	-27.4	8.3	3.1	10.1	-3.6	-4.6	6.2
CCCCn1nnnc1C(c1ccccc1)N1CCN(c2cccc(C)c2C)CC1 (stereo unspecified)	14.6	12.6	·	-3.2	-3.4	7.6	·	·	·	·	·
Cc1ccc(Cn2ccc(NC(=O)c3cc(C(C)C)on3)n2)cc1	-24.9	-31.8	-13.6	-5.7	6.3	-4.8	-12.4	3.9	-14.9	-8.4	-2.4
CCn1cc(C(=O)NCc2ccccc2)c(=O)c2cc(F)c(N3CCN(C(=O)c4ccco4)CC3)cc21	67.6*	36.2	-4.7	35.4	21.9	20.0	6.8	1.3	-0.1	51.8	9.5
O=C(c1ccco1)N1CCN(c2ccc(S(=O)(=O)N3CCCC3)cc2)CC1	11.2	-20.8	0.9	-22.2	-4.8	9.7	-26.7	-8.1	6.9	11.5	1.9

This is a subset (hit frequency here may not be typical).
